Assay outcomes (PubChem)
USP1-UAF1 inh: USP1/UAF1 (human) deubiquitinase inhibition; Potency, µM (top dose mostly 57.1 µM), for the others: at the highest dose activity change, negative = inhibition, most hits filed as inhibitors; recombinant USP1/UAF1, Ub-Rhodamine cleavage fluorescence; O94782; 390,000 tested, 0.23% active; note: potency is the fitted concentration of half-maximal effect; % is set by controls: 0 for no effect and ±100 for the full control effect; nearly all actives have a fitted effect of over 60% in size; inactives centre near -12
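High-throughput fluorogenic screen: 1nM USP1/UAF1 complex, Ub-Rho substrate 150nM final, 50mM HEPES pH 7.8 with 0.5mM EDTA, 0.1 mg/ml BSA, 1mM TCEP and 0.01% Tween-20.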
HP1b binding inh: blocks HP1-beta chromodomain binding to methylated histone tails; P83916; AlphaScreen HP1-beta / biotin-H3K9me3 peptide binding; Potency, µM (titrated, usually from 114 µM), for inactives: top-dose activity change, negative = inhibition, actives largely listed as inhibitors; 390,000 tested, 0.56% active; note: potency is the fitted concentration of half-maximal effect; nearly all actives have a fitted effect of over 70% in size; inactives centre near 23
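HP1-beta protein (50 nM final) preincubated 30 min at room temperature with biotinylated H3(1-18)K9me3 peptide (50 nM) in PBS pH 7.4, 0.01% Tween-20, then compound added for 30 min. AlphaScreen streptavidin donor/nickel chelate acceptor beads (10 ug/mL final), 30 min dark, luminescence read.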
PI4K2A inh: PI4K2A (human) kinase inhibition | activity change, negative = inhibition, % at 76.9 µM | purified PI4K2A, ADP-Glo luminescence, 1 h; hits give low values | 420,000 tested, 0.13% active; in the data active = activity change below about -50%; inconclusive = mostly about -30% to -49%;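 note: -100% = wells without enzyme as full effect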
Target sequence (Q9BTU6 whole entry, looked up): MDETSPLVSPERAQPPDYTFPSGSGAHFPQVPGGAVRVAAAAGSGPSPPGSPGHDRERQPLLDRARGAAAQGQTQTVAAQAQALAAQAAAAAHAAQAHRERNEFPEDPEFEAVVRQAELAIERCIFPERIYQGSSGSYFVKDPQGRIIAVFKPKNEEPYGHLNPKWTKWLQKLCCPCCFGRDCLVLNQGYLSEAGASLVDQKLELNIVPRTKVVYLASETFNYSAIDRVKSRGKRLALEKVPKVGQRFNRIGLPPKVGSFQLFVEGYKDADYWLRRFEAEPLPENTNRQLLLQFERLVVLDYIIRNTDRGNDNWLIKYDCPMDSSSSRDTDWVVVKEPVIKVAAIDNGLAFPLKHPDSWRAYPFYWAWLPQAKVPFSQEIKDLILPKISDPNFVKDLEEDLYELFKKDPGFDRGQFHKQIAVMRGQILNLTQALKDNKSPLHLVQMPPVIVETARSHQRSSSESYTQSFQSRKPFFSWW
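ADP-Glo luminescence measured ADP generated by PI4K2A enzyme (4 ug/mL before mixing) with 1.2 mM PI substrate (pre-mix) and 300 microM ATP (pre-mix). Tris pH7.5 buffer with MgCl2, Triton X-100; 1 h reaction at ambient temperature.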
mIDH1 inhibitor: inhibitors of human mutant IDH1 R132H; Potency, µM (top dose mostly 76.6 µM), without a hit: at the highest dose activity change, negative = inhibition, hits mostly inhibitors; AID 602179; IDH1-R132H enzyme, NADPH consumption, diaphorase/resazurin fluorescence; O75874; 390,000 tested, 0.093% active; note: potency is the fitted concentration of half-maximal effect; % is set by controls: 0 for no effect and ±100 for the full control effect; nearly all actives have a fitted effect of over 65% in size
Target sequence (O75874 whole entry R132H, stated change not applied): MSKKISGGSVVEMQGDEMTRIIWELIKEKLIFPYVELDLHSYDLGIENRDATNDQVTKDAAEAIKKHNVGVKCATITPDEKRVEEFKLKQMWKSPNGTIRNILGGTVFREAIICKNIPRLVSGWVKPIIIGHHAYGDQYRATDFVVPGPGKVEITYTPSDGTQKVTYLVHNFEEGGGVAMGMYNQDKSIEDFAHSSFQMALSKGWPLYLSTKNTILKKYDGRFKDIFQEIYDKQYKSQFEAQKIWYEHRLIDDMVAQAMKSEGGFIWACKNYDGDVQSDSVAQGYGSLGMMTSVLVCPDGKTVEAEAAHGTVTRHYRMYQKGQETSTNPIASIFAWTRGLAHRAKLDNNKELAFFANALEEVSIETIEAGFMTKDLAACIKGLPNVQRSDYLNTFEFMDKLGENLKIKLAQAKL
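IDH1-R132H (0.5 ug/mL dispensed) in pH 7.5 Tris buffer was preincubated 30 min with compound, then given a substrate mix of 0.016 mM NADPH and 2 mM alpha-KG for 80 min at room temperature; remaining NADPH was read by diaphorase/resazurin fluorescence.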
Tb PGK inh: T. brucei PGK inhibition; Potency, µM (top dose mostly 57.5 µM), for the others: top-dose activity change, negative = inhibition, usual class: inhibitors; 380,000 tested, 0.043% active; P07378; PGK/GAPDH coupled, Kinase-Glo luminescence, 60 min; note: potency is the fitted concentration of half-maximal effect; % is set by controls: 0 for no effect and ±100 for the full control effect; nearly all actives have a fitted effect of over 60% in size
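Recombinant glycosomal PGK reaction used 1,3-bisphosphoglycerate generated in-well by GAPDH (100nM final) in 100mM TEA pH 7.6, 5mM MgCl2, 0.01% Tween-20. After 60 minutes at room temperature, ATP was read by Kinase-Glo Plus luminescence end-point.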
rTrxR1 inhibitor: inhibitors of rat thioredoxin reductase 1; O89049; recombinant rTrxR1, NADPH fluorescence consumption, selenite substrate; Potency, µM (titrated, usually from 114 µM), without a hit: at the highest dose activity change, negative = inhibition, hits mostly inhibitors; 390,000 tested, 1% active; AID 588453; note: potency is the fitted concentration of half-maximal effect; % is set by controls: 0 for no effect and ±100 for the full control effect; nearly all actives have a fitted effect of over 65% in size
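Rat TrxR1 (90 nM in the dispensed reagent) was pre-reduced with 400 uM NADPH for 5 min at room temperature, then incubated with compound for 15 min. After 400 uM selenite was added, NADPH fluorescence (Ex 340/Em 450 nm) was followed for 8 min.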
GLS inh: inhibitors of human glutaminase (GLS). 410,000 tested, 0.21% active. Potency, µM (series often up to 45.5 µM), for inactives: at the top dose activity change, negative = inhibition, hits mostly inhibitors. O94925. GLS enzymatic activity, qHTS titration; note: potency is the fitted concentration of half-maximal effect; % is set by controls: 0 for no effect and ±100 for the full control effect
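Compounds were pin-transferred onto hKGA, after which L-glutamine (1 mM solution) and a detection mix of glutamate oxidase, HRP and Amplex Red were added. Initial and 30 min RT fluorescence reads were collected.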
TrxR1 substrate: substrates of rat thioredoxin reductase 1; 390,000 tested, 0.01% active; AID 588456; Potency, µM (doses to about 114 µM), without a hit: top-dose activity change, negative = substrate turnover; purified TrxR1 substrate turnover, NADPH consumption readout; note: potency is the fitted concentration of half-maximal effect; % is set by controls: 0 for no effect and ±100 for the full control effect; nearly all actives have a fitted effect of over 50% in size
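Rat TrxR1, dispensed at 90 nM, was prereduced with 400 uM NADPH (final) for 5 min at ~22 deg C, then incubated with compound 15 min before 400 uM selenite. A first-read NADPH fluorescence drop versus no-compound background flagged substrates.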
Pin1 inh: blocks the human prolyl isomerase Pin1. Q13526. Pin1 FP peptide displacement, HiFluor488, 10 min. Potency, µM (titrated, usually from 115 µM), without a hit: at the top dose activity, negative = inhibition, hits mostly inhibitors. 390,000 tested, 0.009% active; active = well fitted inhibition curve with a large enough effect in the polarisation, with a control signal flat, not every such curve was filed as active; inconclusive = small, poorly fitted or top-dose-only effect, or effect the other way, or a change in a side signal; inactive = no such curve, though single readings can be large or run the other way; the % refers to the polarisation; note: potency is the fitted concentration of half-maximal effect; % is set by controls: 0 for no effect and ±100 for the full control effect
Target sequence (Q13526 whole entry, looked up): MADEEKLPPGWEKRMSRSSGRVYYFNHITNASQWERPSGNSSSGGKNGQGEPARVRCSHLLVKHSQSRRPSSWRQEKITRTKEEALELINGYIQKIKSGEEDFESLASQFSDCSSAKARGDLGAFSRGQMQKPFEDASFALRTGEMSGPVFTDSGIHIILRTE
Starred values were filed as active, the others as inactive; i = inactive; u = inconclusive; x = not tested or not shown; [ ] = dose if it differs, or a comment. Unless noted, calls come from the whole dose curve; as a rule, active = well fitted curve in the direction sought with a large enough effect; inconclusive = small, poorly fitted or top-dose-only effect, or another doubt; inactive = no such curve, though single readings can be large; an effect the other way counts as inactive or inconclusive. A portion of the library; the hit share may differ from the screen's.

SMILES	USP1-UAF1 inh	HP1b binding inh	PI4K2A inh	mIDH1 inhibitor	Tb PGK inh	rTrxR1 inhibitor	GLS inh	TrxR1 substrate	Pin1 inh
CC(=O)Nc1sc(N/N=C\c2cccc(Cl)c2)nc1-c1cccs1	-15%	u	-3	2%	-1%	25%[57.1 µM]	6%	20%[57.1 µM]	14%
COc1ccc(C2c3cccn3CCN2S(=O)(=O)c2ccccc2[N+](=O)[O-])cc1OC (stereo unspecified)	-23%	13%	6	11%	i	-4%[57.1 µM]	-5%	-1%[57.1 µM]	52%[activator]
CCCCN(C)Cc1c(C)[nH]c2ccccc2c1=O	-8%	7%	-11	13%	7%	16%	10%	2%	-10%
CN1CC(=O)Nc2ccc(F)cc2C1=O	-18%	36%	-1	-1%	-11%	10%[57.1 µM]	3%	14%[57.1 µM]	5%
Cc1cccn2c(CNCC3OCCc4ccccc43)c(C(=O)N3CCCCC3)nc12 (stereo unspecified)	-5%	20%	2	8%	-7%	-60%	4%	11%[57.1 µM]	1%
CCCOc1ccc(C(F)(F)F)cc1NC(=O)C1CC(=O)N(Cc2ccco2)C1 (stereo unspecified)	-22%	30%	-1	4%	-3%	10%	3%	3%	3%
O=C(NCc1ccc(F)cc1Cl)C1CCN(S(=O)(=O)N2CCCCC2)CC1	-24%	44%[activator]	-1	8%	i	11%	6%	4%	1%
CC(C)(C)c1ccccc1OCC(=O)NCCCn1ccnc1	-19%	20%	0	4%	1%	30%[57.1 µM]	0%	11%[57.1 µM]	-1%
CCOC(=O)Nc1cc(OC)cc2ccc(C)nc12	u	x	0	6%	-2%	x	2%	x	x
O=C(NCCCN1CCOCC1)c1ccc(CS(=O)(=O)c2c(Cl)cccc2Cl)o1	-15%	34%	-2	13%	-8%	4%[57.1 µM]	-1%	-6%[57.1 µM]	0%
Cc1ccc(Cn2nnc3c(=O)[nH]c(C4CCCN(C(=O)c5ccco5)C4)nc32)cc1 (stereo unspecified)	-11%	17%	4	-1%	-5%	14%	-4%	0%	-1%
COc1ccc(C(=O)Nc2nc3c(s2)CCCC3)cc1Cl	-6%	-4%	-1	10%	-12%	20%	1%	-1%	1%
O=C(COc1ccc(S(=O)(=O)N2CCCCC2)cc1)NCc1cccnc1	-9%	43%[activator]	2	4%	-7%	8%	-5%	5%	-6%
CC(=O)c1sc(NC(=O)c2ccc(Cl)cc2)nc1C	-11%	37%	2	3%	2%	8%	9%	1%	9%
CC1CN(C(=O)c2c([N+](=O)[O-])cnn2C)CC(C)O1 (stereo unspecified)	5%	18%	-1	-4%	1%	11%	1%	5%[57.1 µM]	0%
CCC(=O)Nc1ccc(NC(=O)c2ccccc2Cl)nc1	-16%	14%	5	6%	-6%	5%	6%	2%	-5%
Cc1ccc(-c2nc(CCNC(=O)C(=O)Nc3ccc(F)cc3F)cs2)cc1	2%	31%[57 µM]	-1	6%	5%	33%[57.1 µM]	5%	10%[57.1 µM]	4%
Cc1cccc(C)c1NC(=O)CN(C)c1ccc(C(F)(F)F)cn1	-6%	76%[activator]	0	10%	x	11%	-2%	6%	-3%
CSC(C(=O)c1cc2ccccc2o1)c1ccccc1 (stereo unspecified)	-6%	110%[activator]	-2	0%	-11%	-9%[57.1 µM]	8%	-1%	8%
Cc1cccc(OCC(=O)Nc2ccc3oc(=O)ccc3c2)c1	-26%	0%	1	5%	i	9%	0%	7%	-2%
O=C(NCC1CCCO1)c1ccc(NC(=O)c2ccc(Br)cc2)cc1 (stereo unspecified)	-6%	19%	-1	5%	-3%	13%[57.1 µM]	-8%	2%[57.1 µM]	-2%
COCCn1c(-c2ccc(OC)cc2)c(-c2ccc(OC)cc2)oc1=O	-13%	-12%	-5	4%	-1%	9%	2%	9%	-3%
Cc1ccc(OCCCC(=O)Nc2ccc(N3CCOCC3)cc2)c(C)c1	0%	12%	-2	0%	6%	2%[57.1 µM]	16%	5%[57.1 µM]	10%
COCCn1c(SCC(=O)NCc2ccc3c(c2)OCO3)nnc1C(C)C	1%	13%	2	23%	-3%	6%[0.0914 µM]	2%	-6%	1%
CCCc1cc(=O)oc2cc(C)cc(OCC(=O)O)c12	-8%	15%	-17	7%	-4%	-9%	0%	314%[activator]	0%
N#CCCN(Cc1ccccc1)S(=O)(=O)c1cccs1	-11%	73%[activator]	-3	15%	x	9%	-2%	3%	1%
CCOC(=O)C(C)n1cnc2c(oc3ccccc32)c1=O (stereo unspecified)	-13%	27%	1	3%	i	17%	-3%	3%	7%
CCCCN(Cc1ccc(Cl)c(Cl)c1)c1ccc(Br)cn1	x	165%[activator]	x	x	x	0%	x	-3%	8%
CN(C)CCNc1nc(S(=O)(=O)c2ccccc2)c(Cl)s1	-16%	34%	16	1%	-3%	21%[57.1 µM]	2%	9%[57.1 µM]	0%
Cc1ccccc1OCC(=O)Nc1cc(S(=O)(=O)N2CCCCC2)ccc1N1CCN(C)CC1	-9%	-24%	3	-4%	i	-3%[57.1 µM]	-2%	-3%[57.1 µM]	4%
CC(C)(C)C1c2[nH]c3ccccc3c2CCN1Cc1cccc(OCCO)c1 (stereo unspecified)	-16%	0%	-7	3%	-8%	u	7%	7%[57.1 µM]	4%
CCc1ccc(C(=O)Nc2cc(C)ccc2F)s1	-16%	55%[activator]	-1	13%	i	10%	-2%	-6%	-6%
O=C(Cc1ccccc1)n1nc(-c2ccco2)nc1SCc1ccccc1	-3%	20%	-10	4%	7%	-23%	-4%	-3%	2%
COC(=O)C1C2C=CC3(CN(c4cccc(C)c4)C(=O)C13)O2 (stereo unspecified)	-13%	22%	1	2%	-10%	-8%	-9%	-3%	-8%
COc1ccc2nc(SCC(N)=O)cc(C)c2c1	-24%	18%	-12	7%	-8%	-2%	4%	2%	2%
CCC(=O)Nc1cccc(NC(=O)c2cccc([N+](=O)[O-])c2C)c1	-14%	16%	-2	15%	-9%	20%	u	4%	-8%
O=C(N/N=C/c1cn[nH]c1-c1ccc(Cl)cc1)c1ccc([N+](=O)[O-])cc1	-9%	-22%	0	24%	i	16%[57.1 µM]	-7%	-20%[57.1 µM]	3%
COc1ccc(C(=O)NNC(=S)NC(=O)c2ccccc2)cc1	-22%	19%	-2	-1%	-2%	-17%	16%	-8%	-13%
CSCC[C@H](N)C(=O)N1CCC(C(=O)N[C@H](C)C(=O)Nc2ccc(C(C)C)cc2)CC1	-5%	31%	-3	5%	-8%	-40%[57.1 µM]	7%	8%	-5%
CN(CC(=O)Nc1cccc(Cl)c1)S(=O)(=O)/C=C/c1ccccc1	u	x	1	-8%	-4%	x	-2%	x	x

The last two records of the part above open the next one:
SMILES	USP1-UAF1 inh	HP1b binding inh	PI4K2A inh	mIDH1 inhibitor	Tb PGK inh	rTrxR1 inhibitor	GLS inh	TrxR1 substrate	Pin1 inh
CSCC[C@H](N)C(=O)N1CCC(C(=O)N[C@H](C)C(=O)Nc2ccc(C(C)C)cc2)CC1	-5%	31%	-3	5%	-8%	-40%[57.1 µM]	7%	8%	-5%
CN(CC(=O)Nc1cccc(Cl)c1)S(=O)(=O)/C=C/c1ccccc1	u	x	1	-8%	-4%	x	-2%	x	x
Cc1sc(NC(=O)c2ccco2)c(C(c2cccnc2)N2CCN(c3ccc(F)cc3)CC2)c1C (stereo unspecified)	-7%	-12%	0	-16%	-2%	50%	2%	-1%[57.1 µM]	0%
COC(=O)c1c(NC2=NS(=O)(=O)c3ccccc32)sc2c1CCC(C(C)(C)C)C2 (stereo unspecified)	-4%	39%	0	0%	-1%	33%[activator]	17%	7%	1%
CC(C)C(=O)c1cc2c(cc1NC(=O)c1ccccc1)OCCO2	-3%	125%[activator]	-1	0%	-1%	3%	4%	-2%	u
COc1ccc(-n2nnnc2SCC(=O)Nc2nnn(C)n2)cc1	-13%	2%	7	12%	-7%	24%	-12%	-3%	-4%
CSc1nc(Oc2ccc3ccccc3c2)c2sccc2n1	-6%	101%[activator]	-19	0%	-2%	18%	2%	2%	6%
Cn1c2ccc(CC(=O)O)cc2c2cc(CC(=O)O)ccc21	-3%	27%	-1	0%	4%[11.5 µM]	12%	9%	23%	-10%
CC(C)CCNc1nc(N)c([N+](=O)[O-])c(NCC2CCCO2)n1 (stereo unspecified)	-8%	12%	4	8%	-1%	-10%	-1%	-13%	-2%
COC(=O)c1ccc(C2C(C(=O)Nc3ccccc3)=C(C)Nc3nc4ccccc4n32)cc1 (stereo unspecified)	-12%	11%	3	-11%	i	14%	2%	5%[11.4 µM]	3%
CCCC(=O)Oc1ccc(C2NC(=O)c3ccccc3O2)cc1OC (stereo unspecified)	-16%	33%	4	22%	-7%	21%	-2%	2%	-2%
O=C(C1CCC1)N1CCN(c2ccnc3cc(Cl)ccc23)CC1	-25%	51%[activator]	-8	-6%	5%	22%	-2%	0%	2%
COCCn1c(C)cc(C(=O)CSc2ncnc3sc4c(c23)CCC4)c1C	-12%	37%	1	1%	-9%	11%	-2%	2%	u
Cc1cc(C)nc(SCc2ccc(C(=O)NNC(=O)Nc3cccc(Cl)c3)cc2)n1	-12%	31%	1	-1%	-1%	0%	8%	-9%	u
c1cnc(SCCCOc2ccc3ccccc3c2)nc1	-23%	283%[activator]	5	11%	0%	11%	12%	5%	1%
